ANO1 activ = mouse TMEM16A channel activation, primary screen. HEK293 TMEM16A/YFP-H148Q/I152L, iodide quench fluorescence; hits give low values. B-score at 10 µM. hit rate 0.3% among 340,000. AID 623877;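 active = fluorescence-ratio B-score plate-corrected deviation score at least 3 library SD below zero, with starting fluorescence score within 5 deviations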;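 note: channel opened by trigger with iodide after compound preincubation; score built on the fluorescence ratio of max minus min over baseline; more negative score means more quench and so TMEM16A activation or potentiation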
KCNQ1 block = blocks the human KCNQ1 potassium channel; hit rate 1.3% among 310,000; CHO-K1 KCNQ1, FluxOR thallium flux fluorescence; hits give high values; AID 2642; P51787; B-score at 10 µM;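 active = compounds whose thallium flux B-score, printed positive for inhibition, exceeds three library SD while starting fluorescence stays within three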;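 note: channel opened by potassium depolarization with thallium stimulus after 20 min compound exposure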
TMEM16A inh = blocks the mouse calcium-activated chloride channel TMEM16A. AID 588511. normalized B-score (activity score, 25-100; higher = stronger inhibition) at 10 µM. hit rate 1.2% among 310,000. Q8BHY3. HEK293 TMEM16A/YFP iodide influx fluorescence, ionomycin;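 active = ratio plate-corrected score three or more library SD toward inhibition, starting fluorescence score within five deviations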;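 note: score derived from kinetic fluorescence span divided by baseline fluorescence per well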
DYRK1A inh = Dyrk1A (rat) kinase inhibition; ADP-Glo luminescence, NFATc1 peptide; inhibition, % at 12.5 µM; hit rate 0.43% among 310,000; Q63470; in the data active = inhibition above about 50%;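 note: plate controls were vehicle with enzyme for no effect and no enzyme for full effect; many of its hits are not listed in these tables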
TRPC4 act = activators of mouse TRPC4 channel | Q9QUQ5 | HEK293 TRPC4beta/mu-opioid, Fluo4 calcium fluorescence; hits give high values | B-score at 10 µM | hit rate 0.49% among 310,000 | AID 2237;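 active = B-score above 5 SD of library B-scores, and initial fluorescence ratio not above library mean plus 5 SD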;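 note: positive B-score marks a calcium rise read as TRPC4 activation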
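Test system: HEK293 cells stably co-expressing mouse TRPC4beta and mu-opioid receptor | Schedule: Fluo4 dye loading 45 min at room temperature, 110 s recording | Measured by: Kinetic Fluo4 calcium fluorescence, 5 s baseline at 1 Hz | Evaluation: B score of integrated ratio | Controls: Buffer (low) and maximal DAMGO (high)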
hERG protect = shields human hERG channel from block by proarrhythmic agents; CHO-hERG, FluxOR thallium flux, dofetilide IC70 present; activation (rescue from dofetilide block), less the hit threshold, % at 10 µM; hit rate 0.51% among 310,000; AID 1511;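 active = activation above the mean of controls blocked by dofetilide plus 5 SD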;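 note: thallium influx through hERG after potassium depolarization seen as dye fluorescence rise; in these data hits start at about 4.7%; inactives centre near -7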
HDAC3 inh = human HDAC3 inhibition; O15379; recombinant HDAC3, fluorogenic peptide/trypsin coupled, fluorescence; inhibition, % at 8.3 µM; hit rate 0.15% among 320,000; in the data active = inhibition above about 26%, passing the limit was not always enough
Target sequence (O15379 whole entry, looked up): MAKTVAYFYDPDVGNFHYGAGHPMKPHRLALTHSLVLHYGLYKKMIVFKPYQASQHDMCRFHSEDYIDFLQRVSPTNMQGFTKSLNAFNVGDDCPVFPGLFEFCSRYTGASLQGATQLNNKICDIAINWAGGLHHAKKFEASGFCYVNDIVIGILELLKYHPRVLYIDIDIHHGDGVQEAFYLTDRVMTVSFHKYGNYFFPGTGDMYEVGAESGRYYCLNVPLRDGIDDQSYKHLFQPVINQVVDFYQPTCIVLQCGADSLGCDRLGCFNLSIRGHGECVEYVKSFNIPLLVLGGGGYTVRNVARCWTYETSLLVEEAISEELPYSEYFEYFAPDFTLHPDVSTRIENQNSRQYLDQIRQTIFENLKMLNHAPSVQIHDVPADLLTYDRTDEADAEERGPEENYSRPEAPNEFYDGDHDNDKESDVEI
KCNK9 inh = human KCNK9 channel inhibition | hit rate 1.2% among 310,000 | B-score at 10 µM | Q9NPC2 | HEK293 KCNK9, FluxOR thallium flux fluorescence; hits give low values;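 active = ratio B-score over 3 SD below the library mean, with starting fluorescence within 5 SD of its mean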;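 note: negative B-score means less thallium flux so channel inhibition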
KCNK3 block = human KCNK3 channel inhibition, primary screen | B-score at 10 µM | hit rate 0.84% among 340,000 | CHO-KCNK3 thallium flux, FluxOR fluorescence; hits give low values;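 active = B-score under library mean minus 4 SD, starting fluorescence ratio at most library mean plus 5 SD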;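 note: more negative B-score means stronger inhibition of thallium flux through KCNK3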
Target sequence (O14649 whole entry, looked up): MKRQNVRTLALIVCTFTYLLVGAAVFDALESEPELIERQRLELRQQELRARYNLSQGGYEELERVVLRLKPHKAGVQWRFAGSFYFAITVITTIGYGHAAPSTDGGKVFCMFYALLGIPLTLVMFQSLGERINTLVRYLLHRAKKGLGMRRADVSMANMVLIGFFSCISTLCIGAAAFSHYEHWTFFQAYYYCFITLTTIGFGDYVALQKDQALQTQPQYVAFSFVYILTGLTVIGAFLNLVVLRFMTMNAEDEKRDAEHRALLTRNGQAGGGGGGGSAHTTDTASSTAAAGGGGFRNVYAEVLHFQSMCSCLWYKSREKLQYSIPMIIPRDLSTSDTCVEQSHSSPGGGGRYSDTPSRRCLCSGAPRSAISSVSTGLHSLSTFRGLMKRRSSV
TRPC4 PAM = TRPC4 (mouse) allosteric potentiation; hit rate 0.42% among 310,000; AID 2227; Q9QUQ5; B-score at 10 µM; HEK293 TRPC4beta/mu-opioid, DAMGO EC20, Fluo-4 Ca2+ flux; hits give high values;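 active = B-score of calcium response area above 5 SD of library B-scores, with initial fluorescence ratio within 5 SD of library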;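 note: B-score of integrated fluorescence ratio over time as area under calcium response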
KCNQ1 act = potentiators or activators of human KCNQ1 potassium channel; CHO-K1 KCNQ1, thallium flux FluxOR fluorescence; hits give high values; B-score at 10 µM; hit rate 0.35% among 310,000; AID 2648;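 active = fluorescence ratio B-score, a plate-corrected score, at least three library SD, with initial intensity B-score within 5 SD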
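Assay system: CHO-K1 cells stably expressing KCNQ1. Medium: assay buffer for compound exposure, DMSO matched across wells. Timing: 37 °C overnight plating, 90-min dark dye load, 20-min compound pretreatment. Signal: kinetic FluxOR fluorescence, 10 s baseline plus 110 s post-stimulus.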
Starred values were filed as active, the others as inactive; i = inactive; . = no result given. A portion of the library (hit frequency here may not be typical).

SMILES	ANO1 activ	KCNQ1 block	TMEM16A inh	DYRK1A inh	TRPC4 act	hERG protect	HDAC3 inh	KCNK9 inh	KCNK3 block	TRPC4 PAM	KCNQ1 act
COc1ccc(CCNC(=O)c2cc3sccc3n2C)cc1OC	i	i	i	-7	i	-12	1	i	i	i	i
COC(=O)Nc1cc(C)n(-c2ccccc2)n1	i	i	i	-4	i	-2	2	i	i	i	i
CSC1=NCCN1C(=O)c1c(F)cccc1Cl	i	i	i	.	i	-5	-2	i	i	i	i
CCN(CC)S(=O)(=O)c1ccc(-c2nnc(SCC(=O)Nc3ccc4c(c3)OCO4)o2)cc1	i	i	i	5	i	-2	0	i	i	i	i
O=c1c2c(-c3ccc(Cl)cc3)csc2ncn1/N=C/c1cccc([N+](=O)[O-])c1O	i	i	i	5	i	-22	-1	i	i	i	i
O=C(c1coc(=O)c2ccccc12)N1CCN(Cc2ccccc2)CC1	i	i	i	3	i	-3	-7	i	i	i	i
COc1ccc(C(=O)C2CCCN(C3Cc4ccccc4C3)C2)cc1OC (configuration not stated)	i	i	i	1	87*	-7	1	i	i	i	i
Cc1cnc(C(=O)Nc2ccc(N3CCN(C(=O)OC(C)(C)C)CC3)cc2)cn1	.	i	i	7	i	-7	-15	i	i	i	i
NC(=O)c1ccc(NC(=O)c2ccc3c(c2)CCN3S(=O)(=O)c2ccccc2)cc1	i	i	i	4	i	-9	2	i	i	i	i
Cc1ccc(-c2cc(-c3ccccc3[N+](=O)[O-])[nH]n2)c(O)c1	i	i	i	26	i	-22	8	i	i	i	i
CCN(CC(=O)NCc1ccc(F)cc1)C(=O)C1CC1C (configuration not stated)	i	i	i	2	i	-1	-3	i	i	i	i
COC(=O)c1sc(-c2ccc(Cl)cc2)cc1NC(=O)c1ccccc1C(=O)O	i	i	i	.	i	-9	6	i	i	i	i
Cc1cccc(N2CCN(CC(=O)Nc3ccccc3[N+](=O)[O-])CC2)c1C	i	i	i	-4	i	-5	-8	i	i	i	i
O=C(O)c1ccc(NC(=S)NCc2ccccc2)cc1	i	i	i	-4	i	-11	0	i	i	i	i
N#C/C(=C\c1cn(CC(=O)N2CCCC2)c2ccccc12)C(=O)NCc1ccc2c(c1)OCO2	i	i	i	2	i	-12	-3	i	i	i	i
Cc1ccc(NS(=O)(=O)c2ccc(NC(=O)C3CC3)cc2)cc1C	i	i	.	-1	i	-8	.	i	i	i	i
COc1ccc(N2CCN(CC(O)COc3ccc4c(c3)CCC4)CC2)cc1 (configuration not stated)	i	i	i	-7	i	-11	1	i	i	i	i
Cc1ccc(N(CC(=O)NC(C)(C)C)C(=O)CNC(=O)c2cccs2)cc1	i	i	i	0	i	-3	-3	i	i	i	i
CC(Oc1ccc(-c2nnco2)cc1)C(=O)N1CCOCC1 (configuration not stated)	i	i	i	-1	i	-8	2	i	i	i	i
O=C(COC(=O)C1CC(O)CN1S(=O)(=O)c1ccc(Cl)cc1)c1ccccc1 (configuration not stated)	i	i	i	2	i	-7	-5	i	i	i	i
CCOC(=O)Cn1c(=N)n(CCOc2cccc(C)c2)c2ccccc21	i	.	i	0	.	.	-4	.	i	.	.
CN=C1S/C(=C\c2ccc(N3CCOCC3)cc2C)C(=O)N1C	i	i	i	-1	i	-6	-8	i	i	i	i
O=C(CN1C(=O)COc2ccc(Cl)cc21)N1CCCCC1	i	i	i	-2	i	-8	-6	i	i	i	i
CCCOc1ccc(C(=O)c2nc3c(n2O)CCCCC3)cc1	i	i	i	3	i	-11	4	i	i	i	i
CCOc1ccc(S(=O)(=O)NNS(=O)(=O)c2ccc(C)cc2C)cc1	i	i	i	-6	i	-3	1	i	i	i	i
COc1ccc(-c2nc(NC(=O)CSc3nnc(C)s3)ns2)cc1	i	i	i	15	i	-8	0	i	i	i	i
COC(=O)c1c(NC(=O)c2ccco2)sc2c1CC(C)(C)NC2(C)C	i	i	i	-1	i	-14	4	i	i	i	i
COc1ccc(C(=O)NCCC2=CCCCC2)cc1OC1CCN(C(C)C)CC1	i	i	i	0	i	-6	-4	i	i	i	i
O=C(CSc1nnc(COc2cccc3cccnc23)o1)N1CCN(C(=O)c2ccco2)CC1	i	i	i	2	i	-8	-1	i	i	i	i
C=C(C)c1cccc(C(C)(C)NC(=O)NNC(=O)c2ccccc2O)c1	i	i	i	0	i	-14	-5	i	i	i	i
O=C1CC(c2cccc(F)c2)C2=C(CCCC2=O)N1 (configuration not stated)	i	i	i	-3	i	-5	11	i	i	i	i
COC(=O)c1cc(C(=O)CC(C)C)c[nH]1	i	i	i	-2	i	-6	-9	i	i	i	i
O=C(CSc1nnc2ccc(-c3ccccc3)nn12)NCC1CCCO1 (configuration not stated)	i	i	i	-4	i	-8	-3	i	i	i	i
COc1cccc(NC(=O)C2CCCO2)c1 (configuration not stated)	i	i	i	12	i	-4	2	i	i	i	i
CCOC(=O)Cc1[nH]nc2c1C(C1C=CCCC1)C(C#N)=C(N)O2 (configuration not stated)	i	i	i	0	i	-13	4	i	i	i	i
COc1ccc(OCCSc2nnc3sc4ccccc4n23)cc1	i	i	i	16	i	-19	0	i	i	i	i

Another view of some results above:
COc1ccc(-c2nc(NC(=O)CSc3nnc(C)s3)ns2)cc1
  ANO1 activ: i
  KCNQ1 block: i
  TMEM16A inh: i
  DYRK1A inh: 15
  TRPC4 act: i
  hERG protect: -8
  HDAC3 inh: 0
  KCNK9 inh: i
  KCNK3 block: i
  TRPC4 PAM: i
  KCNQ1 act: i
CCOc1ccc(S(=O)(=O)NNS(=O)(=O)c2ccc(C)cc2C)cc1
  ANO1 activ: i
  KCNQ1 block: i
  TMEM16A inh: i
  DYRK1A inh: -6
  TRPC4 act: i
  hERG protect: -3
  HDAC3 inh: 1
  KCNK9 inh: i
  KCNK3 block: i
  TRPC4 PAM: i
  KCNQ1 act: i

(listing goes on)
SMILES	ANO1 activ	KCNQ1 block	TMEM16A inh	DYRK1A inh	TRPC4 act	hERG protect	HDAC3 inh	KCNK9 inh	KCNK3 block	TRPC4 PAM	KCNQ1 act
CC1Cc2c([nH]c3ccccc23)C(=O)N1 (configuration not stated)	i	i	i	15	i	-2	-18	i	i	i	i
O=C(c1ccccc1)c1c[nH]cc1-c1ccccc1	i	i	i	-5	i	-10	4	i	i	i	i
COc1ccc(CCNS(=O)(=O)CCNC(=O)c2ccc3c(c2)OCO3)cc1	i	i	i	17	i	-14	12	i	i	i	i
O=C(COC(=O)c1ccc2c(=O)n3c(nc2c1)CCC3)NC1CCS(=O)(=O)C1 (configuration not stated)	i	i	i	3	i	-1	-4	i	i	i	i
COc1ccc(C(=O)Nc2nc(C)c(C(=O)N(C)C)s2)cc1OC	i	i	i	1	i	-10	4	i	i	i	i
Cc1ccc(S(=O)(=O)NCCc2cc3ccc(C)c(C)c3[nH]c2=O)cc1	i	i	i	0	i	-3	0	i	i	i	i
O=C(Nc1nccs1)c1ccc(S(=O)(=O)N2CCCCC2)cc1	i	i	i	2	i	-12	4	i	i	i	i
Cc1ccc(CNC(=O)c2cc3c(s2)CN(Cc2ccccc2)C3)cc1	i	i	i	26	i	-8	1	i	i	i	i
Cc1oc(-c2cccc3ccccc23)nc1CN1CCN(c2ncnc3ccccc23)CC1	i	i	i	2	i	-16	11	i	-9.7*	i	i
O=C(c1cn(-c2ccccc2)nc1-c1ccncc1)N1CCCCC1	i	i	i	-3	i	-7	1	i	i	i	i
CC(C)OCCCn1c(SC(C)C(=O)NC2CC2)nc2ccccc2c1=O (configuration not stated)	i	i	i	14	i	-14	-1	i	i	i	i
Cc1nonc1C1CCCN1Cc1cn[nH]c1-c1ccc2c(c1)OCO2 (configuration not stated)	i	i	i	9	i	-1	0	i	i	i	i
C/C(=N\NC(=O)c1ccc(O)cc1)c1ccc(NC(=O)Cc2ccccc2)cc1	i	i	i	3	i	-7	2	i	i	i	i
Cc1cccc(NC(=O)CSc2nnnn2C2CCCC2)c1	i	i	.	1	i	-3	.	i	i	i	i
O=C(NC(=S)N1CCCc2ccccc21)c1ccco1	i	i	i	-4	i	-4	-1	i	i	i	i
Cc1ccc(S(=O)(=O)NN2C(=O)c3ccccc3NC2c2ccco2)cc1 (configuration not stated)	i	i	i	1	i	-9	2	i	i	i	i
COc1ccc(CNC(=O)CN(Cc2ccccc2)C(=O)CCC(=O)Nc2nccs2)cc1	i	i	i	3	i	-6	-1	i	i	i	i
CS(=O)(=O)N1CCN(c2ccc(NC(=O)c3ccc([N+](=O)[O-])o3)cc2)CC1	i	i	.	-1	i	5	.	i	i	i	i
COc1ccc(NC(=S)N(CCCN2CCC(C)CC2)Cc2cccs2)cc1	i	i	i	-2	i	-9	-4	i	i	i	i
Cc1cccc(NC(=O)CSc2nnc([C@H](C)NC(=O)OC(C)(C)C)o2)c1C	i	i	i	-2	i	-6	-5	i	i	i	i
CC(C)CC(NC(=O)OC(C)(C)C)c1cn([C@@H](CCC(=O)OC(C)(C)C)C(=O)N2CCN(C(=O)OC(C)(C)C)CC2)nn1 (some centres not stated)	i	i	i	-1	i	-5	8	i	i	i	i
Cc1c(Cl)ccc2c1NC(=O)C21NC(CCC(N)=O)[C@H]2C(=O)N(c3ccc(Cl)cc3)C(=O)[C@H]21 (some centres not stated)	i	i	i	7	i	-8	8	i	i	i	i
O=C(c1ccccc1)N1N=C(c2ccccc2)CC1c1ccccc1 (configuration not stated)	.	i	i	14	i	-3	11	i	i	i	i
CNC(=O)C(=O)NCCc1ccc(Cl)cc1	i	i	i	0	i	-9	1	i	i	i	i
O=C(c1ccc2ncsc2c1)N1CCN(c2ccc(O)cc2)CC1	i	i	i	-1	i	-2	7	i	i	i	i
COc1ccc(-n2ncc3c2CC(C)(C)CC3NC(=O)c2cnc(C)cn2)cc1 (configuration not stated)	i	i	i	-1	i	-9	-1	i	i	i	i

Profiles as entered above.
Entry for `O=C(c1ccc2ncsc2c1)N1CCN(c2ccc(O)cc2)CC1` → ANO1 activ: i; KCNQ1 block: i; TMEM16A inh: i; DYRK1A inh: -1; TRPC4 act: i; hERG protect: -2; HDAC3 inh: 7; KCNK9 inh: i; KCNK3 block: i; TRPC4 PAM: i; KCNQ1 act: i
Entry for `COc1ccc(-n2ncc3c2CC(C)(C)CC3NC(=O)c2cnc(C)cn2)cc1` (configuration not stated) → ANO1 activ: i; KCNQ1 block: i; TMEM16A inh: i; DYRK1A inh: -1; TRPC4 act: i; hERG protect: -9; HDAC3 inh: -1; KCNK9 inh: i; KCNK3 block: i; TRPC4 PAM: i; KCNQ1 act: i
Entry for `COc1ccc(NC(=S)N(CCCN2CCC(C)CC2)Cc2cccs2)cc1` → ANO1 activ: i; KCNQ1 block: i; TMEM16A inh: i; DYRK1A inh: -2; TRPC4 act: i; hERG protect: -9; HDAC3 inh: -4; KCNK9 inh: i; KCNK3 block: i; TRPC4 PAM: i; KCNQ1 act: i

Compound activity: PubChem, several laboratories
